# Assay outcomes (PubChem BioAssay)
# CHT block: human CHT choline transport inhibition; CHT-expressing cells, membrane potential dye, choline response; stronger effect = lower value; B-score at 10 µM; 0.86% of 310,000 active; AID 488975;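 active = B-score over 3 SD under the library average, and starting fluorescence ratio not unusually high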;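 also: choline stimulus applied at its EC90 after an EC20 pre-addition; B-score computed on integrated fluorescence ratio after choline addition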
# Target sequence (Q9GZV3 whole entry, looked up): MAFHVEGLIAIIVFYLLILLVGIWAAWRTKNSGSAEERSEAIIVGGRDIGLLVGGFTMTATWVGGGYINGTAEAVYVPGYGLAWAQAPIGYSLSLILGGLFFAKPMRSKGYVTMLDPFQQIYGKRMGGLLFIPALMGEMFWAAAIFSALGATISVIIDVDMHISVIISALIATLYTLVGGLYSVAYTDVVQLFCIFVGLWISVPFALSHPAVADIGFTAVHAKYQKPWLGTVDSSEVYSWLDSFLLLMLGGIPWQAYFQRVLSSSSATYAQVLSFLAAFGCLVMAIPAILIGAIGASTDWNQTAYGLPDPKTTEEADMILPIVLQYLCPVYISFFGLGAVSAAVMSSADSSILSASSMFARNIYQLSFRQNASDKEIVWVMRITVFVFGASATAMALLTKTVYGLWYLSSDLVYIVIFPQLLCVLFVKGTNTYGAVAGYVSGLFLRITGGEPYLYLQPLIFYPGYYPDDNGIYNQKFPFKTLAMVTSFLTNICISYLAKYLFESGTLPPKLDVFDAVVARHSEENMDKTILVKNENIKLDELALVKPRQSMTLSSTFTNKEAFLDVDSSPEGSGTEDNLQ
# Kir21 block: blocks the mouse Kir2.1 inward-rectifier potassium channel | B-score at 10 µM | HEK293-Kir2.1, FluxOR thallium flux fluorescence; stronger effect = lower value | 0.85% of 310,000 active | P35561;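 active = fluorescence ratio B-score at or below minus 3 SD of library scores, with starting-brightness B-score within 2 SD, cut at about -4.2 in these data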;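 also: channel flux triggered by added potassium and thallium sulfate stimulus; B-score of peak minus minimum fluorescence over baseline after thallium stimulus; more negative B-score means stronger Kir2.1 block with less thallium influx; some compounds called inactive have numbers as strong as hits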
# Target sequence (P35561 whole entry, looked up): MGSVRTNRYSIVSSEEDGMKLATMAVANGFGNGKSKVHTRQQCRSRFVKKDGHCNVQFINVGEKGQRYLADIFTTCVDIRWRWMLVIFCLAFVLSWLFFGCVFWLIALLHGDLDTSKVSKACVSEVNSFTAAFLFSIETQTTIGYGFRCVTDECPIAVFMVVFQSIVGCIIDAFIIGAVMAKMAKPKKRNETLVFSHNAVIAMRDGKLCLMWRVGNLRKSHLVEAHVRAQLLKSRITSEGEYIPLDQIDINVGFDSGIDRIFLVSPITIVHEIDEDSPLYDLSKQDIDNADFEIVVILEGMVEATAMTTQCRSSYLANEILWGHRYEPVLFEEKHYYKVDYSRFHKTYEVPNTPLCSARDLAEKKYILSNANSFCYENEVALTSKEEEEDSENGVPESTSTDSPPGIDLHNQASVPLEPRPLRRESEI
# The depositor's hits bear a star; i = inactive; x = not tested or not shown.
SMILES | CHT block | Kir21 block
Cc1ccc2[nH]c(=O)c(CN(Cc3ccco3)C(=O)N3CCOCC3)cc2c1 | i | 1.5
COc1ccc(CN2CCOCC2)cc1Br | i | 0.03
CC(=O)Nc1ccc([C@H]2[C@H](C)CC[C@H]3C(=O)N4[C@@H](CC[C@@H](C)[C@@H]4c4ccc(NC(C)=O)cc4)C(=O)N32)cc1 | i | -1.6
O=C(CSc1n[nH]c(=O)[nH]c1=O)N/N=C/C=C/c1ccccc1 | i | -0.26
CNC(=O)Nc1ccc(Cn2cc(C(F)(F)F)ccc2=O)cc1 | i | -0.77
CCOC(=O)CCSc1nc(C)c2cc(OC)ccc2n1 | i | -1.1
CCOC(=O)c1[nH]c(C)c(C(=O)NC(C)(C)C)c1C | i | -0.06
Cc1ccc2c(c1)N(CC(=O)NC1CCCC1)C(=O)C(C)O2 (stereo not given) | i | 1.2
CCN(CC)S(=O)(=O)c1ccc(NC(=O)CSc2nnc(-c3ccc(F)cc3)o2)cc1 | i | -0.04
COc1cc(/C=N/NC(=O)CN(Cc2ccccc2)S(=O)(=O)c2ccc3c(c2)OCCO3)ccc1O | i | -0.5
CC(=O)c1ccc(OC(C)C)c(CN2CCCCC2)c1 | i | 0.79
O=C(Cn1c(=O)oc2cccnc21)Nc1ccc(C(F)(F)F)cc1 | i | 0.69

# Taken from above:
# CCN(CC)S(=O)(=O)c1ccc(NC(=O)CSc2nnc(-c3ccc(F)cc3)o2)cc1 in Kir21 block has -0.04
# CCOC(=O)CCSc1nc(C)c2cc(OC)ccc2n1 in Kir21 block has -1.1

# (list continues)
SMILES | CHT block | Kir21 block
Cc1ccc(N(CC(=O)NC(C)(C)C)C(=O)CS(=O)CC(=O)Nc2ccc(F)cc2)cc1 (stereo not given) | i | -0.91
CCOc1cc(C(=S)N2CCOCC2)ccc1OS(=O)(=O)c1ccccc1[N+](=O)[O-] | i | 0.8
COCCCn1c(SCC(=O)N2CCc3ccccc32)nnc1-c1ccoc1C | i | -1.1
CCCc1n[nH]c2c1C(=O)CC(C)(C)C2 | i | 0.18
Fc1ccc(CNc2cnccn2)cc1 | i | -1.1
CCCS(=O)(=O)N1CCN(C(=O)c2ccco2)CC1 | i | -1.3
CCN(CC1COc2ccccc2O1)C(=O)CN1C(=O)NC(C)(c2ccc(C)cc2)C1=O (stereo not given) | i | 1.7
O=C(c1cnc2n(c1=O)CCS2)N1CCN(c2ccccc2F)CC1 | i | 0.69
CCOC(=O)c1cnc2c(Cl)cccc2c1NCCN(C)C | i | 0.64
Cc1ccc(-c2ccc(=O)n(CC(=O)NCCN(CC(C)C)CC(C)C)n2)cc1 | i | 0
CCS(=O)(=O)NCCc1ccc(OC)c(OC)c1 | i | -0.87
COc1ccc(C2CC(c3ccc(C)o3)=NN2C(C)=O)cc1 (stereo not given) | i | 2.1

# (next part)
SMILES | CHT block | Kir21 block
CCOC(=O)C1=C(O)C(=O)N(Cc2ccccc2)C1 | i | 0.01
O=C(Nc1ncccc1Cl)c1ccc2c(c1)OCCO2 | i | 0.1
CCC(C)N1CC(O)=C(c2nc3ccccc3[nH]2)C1=N (stereo not given) | i | 0
O=C(CCC1CCCCC1)Nc1nnc(C(F)(F)F)s1 | x | -0.21
CCN(CC(=O)Nc1ccc(NC(C)=O)cc1)C(=O)/C=C/c1cn(-c2ccccc2)nc1-c1ccc(C)cc1 | i | 0.61
O=C(Nc1ccccc1C(=O)Nc1cccnc1)c1ccccc1 | i | 0.5
COc1ccc(N2CCN(C(=O)COC(=O)CNC(=O)c3ccc(Cl)cc3Cl)CC2)cc1 | i | -0.04
CC(CNC(=O)CN1C(=O)CCSc2ccccc21)c1ccccc1 (stereo not given) | i | -1.4
COCCN(C(=O)CNC(=O)c1ccco1)C(C(=O)NC1CCCC1)c1cccc(OC)c1 (stereo not given) | i | 1.4
COc1ccc(-c2ccc(CNCCCN3CCOCC3)o2)cc1Cl | i | -0.65
CC(OC(=O)/C=C/c1ccc(Br)cc1)C(=O)N1CCOCC1 (stereo not given) | i | 1.9
O=C(C1=NN(c2ccccc2)C2C(=O)N(c3ccccc3)C(=O)C12)c1ccccc1 (stereo not given) | i | -1.2

# The list continues.
SMILES | CHT block | Kir21 block
Cc1cccc(NC(=O)N2CCC(NC(=O)c3ccco3)CC2)c1 | i | 0.63
Clc1ccc(-c2cn(-c3ccc(Cl)cc3)c3[n+]2CCCCC3)cc1 | i | 0.17
O=C(/C=C/c1ccc(OCc2cccc(Cl)c2)cc1)N1CCOCC1 | i | 0.83
O=C(COC(=O)c1n[nH]c2ccccc12)NC(=O)NCc1ccco1 | i | 0.1
O=C(COC(=O)/C=C/c1ccc(S(=O)(=O)N2CCOCC2)cc1)NCc1ccc(F)cc1 | i | -2.3
Cc1ccc(NC(=O)COC(=O)c2ccco2)cc1 | i | 0.73
CC(C)(C)SC(=O)C[C@@H]1NS(=O)(=O)OC2CCCCC21 (stereo not given in full) | i | 0.02
Cc1cccc(NC(=O)c2cnccn2)c1 | i | 0.58
O=C(Nc1ccc(N2CCOCC2)cc1)c1c(F)cccc1Cl | i | -0.06
Cc1ccc(OCC(=O)N(Cc2ccc(N(C)C)cc2)C2CCS(=O)(=O)C2)cc1 (stereo not given) | i | 0.01
CC(OC(=O)Cn1cnc2ccccc2c1=O)C(=O)NCc1ccccc1 (stereo not given) | i | 3
COC(=O)c1sc2ccccc2c1N | i | 0.11

# (next part)
SMILES | CHT block | Kir21 block
O=C(O)CCC(=O)Nc1cccc(C(=O)c2ccccc2)c1 | i | 0.21
CC(C(=O)N1CCOCC1)n1cc([N+](=O)[O-])cn1 (stereo not given) | i | -0.33
COC(=O)c1cc(S(=O)(=O)Nc2ccc(C)cn2)c[nH]1 | i | 1.4
C=C(C)Cn1c(CNC(C)=O)nc2ccccc21 | i | -1
Cc1ccc(CNC(=O)C2CCC(=O)N2C(C)C)cc1 (stereo not given) | i | 0.7
O=C(C1CCC(CNS(=O)(=O)c2cccc3cccnc23)CC1)N1CCc2ccccc21 (stereo not given) | i | 0.73
COc1ccc(NC(=O)C2CC(=O)N=C(N)S2)cc1 (stereo not given) | i | 1.4
Cn1c(CNC(=O)CNC(=O)c2cccc(Cl)c2)cc(=O)n(C)c1=O | i | 1.4
CCc1c(C)c2ccc(OCC(=O)OC)cc2oc1=O | i | 0.4
O=C(NC1(C(F)(F)F)NC(=O)N(c2ccc(F)cc2)C1=O)c1cccs1 (stereo not given) | i | 0.14
O=C1CCCc2c1cc(C(=O)NCc1ccco1)c(=O)n2-c1ccc(Cl)cc1 | i | 1
NC(=O)c1c(C(F)(F)F)cc(-c2ccccc2)nc1NCCO | i | -0.61

# Going on with the list:
SMILES | CHT block | Kir21 block
Cc1cc(Br)ccc1OCC(=O)NNC(=O)Cc1ccccc1 | i | 1.4
O=C(/C=C/c1ccc([N+](=O)[O-])cc1)NC1CC2CCC1C2 (stereo not given) | i | -0.27
Cc1nn(C)c(C)c1Sc1ccccc1N | i | 0.04
Nc1nonc1C(=O)NCCN=Cc1ccccc1O | i | 0.14
CCN(CC(=O)NCc1ccc(Cl)cc1)C(=O)C1CCN(S(=O)(=O)c2ccc(OC)c(OC)c2)CC1 | i | 0.11
CO/N=C/c1c(C(=O)OC)nn(-c2ccccc2)c1Cl | i | 1.7
NS(=O)(=O)c1ccc(CCNC(=O)C2CCCO2)cc1 (stereo not given) | i | -0.51
COc1cc(/C=N/NC(N)=O)ccc1OCC(=O)Nc1cc(C)c(C)cc1Br | i | 0.08
O=C(CN(Cc1ccc(F)cc1)C(=O)CNS(=O)(=O)c1ccccc1)NCc1ccco1 | i | 0.6
O=C(Nc1cccc(C(=O)O)c1)Nc1ccccc1Cl | i | -1.5
C=CCOc1c(Br)cc(/C=C(\C#N)C(N)=O)cc1OC | i | -0.4
CC(=O)Nc1c(C(=O)N2CCOCC2)cnn1-c1ccc(C)c(C)c1 | i | 0.54

# (listing goes on)
SMILES | CHT block | Kir21 block
COc1cccc(-c2nnc(NC(=O)c3ccc(S(=O)(=O)N4CCOCC4)cc3)o2)c1 | i | -0.35
CCOC(=O)C1=C(c2ccccc2)Nc2nc(C)nn2C1c1cccc(OC)c1OC (stereo not given) | i | 2
Cc1ccccc1NC(=O)C1CCCN1S(=O)(=O)c1ccc2c(c1)n(C)c(=O)c(=O)n2C (stereo not given) | i | 0.8
O=C(N/N=C/C=C/c1ccco1)c1cccc([N+](=O)[O-])c1 | i | 3
Cc1ccc(C(=O)O/N=C(\N)Cc2cccc3ccccc23)cc1 | i | -0.32
CCOc1ccc(NC(=O)Nc2ccc3nsnc3c2)cc1 | i | -0.08
CCOC(=O)CNC(=O)c1cc(-c2ccccn2)nc2c(C)c(Cl)ccc12 | i | -0.54
CCOC(=O)N1CCN(S(=O)(=O)c2cc(-c3nn4c(C)nnc4c4ccccc34)ccc2C)CC1 | i | 0.37
CN(C)C(=O)CCC(=O)N1CCCC(N2CCN(c3cccc(C(F)(F)F)c3)CC2)C1 (stereo not given) | i | 1.4
O=C(COc1ccc(-n2cnnn2)cc1)Nc1cccc(Cl)c1Cl | i | 0.54
Cc1cc(C(=O)OCC(=O)NC2CCS(=O)(=O)C2)c(C)n1-c1ccccc1 (stereo not given) | i | -1.1
O=C(O)C1CCCN(S(=O)(=O)c2ccc(-c3ccc(=O)[nH]n3)s2)C1 (stereo not given) | i | 0.7

# Whole records, looked up by structure.
# COc1ccc(CN2CCOCC2)cc1Br across the screens: CHT block: i; Kir21 block: 0.03
# Cc1ccc(-c2ccc(=O)n(CC(=O)NCCN(CC(C)C)CC(C)C)n2)cc1 across the screens: CHT block: i; Kir21 block: 0
# COC(=O)c1sc2ccccc2c1N across the screens: CHT block: i; Kir21 block: 0.11

# (listing goes on)
SMILES	CHT block	Kir21 block
COc1ccc(NC(=S)N2CCc3ccccc3C2)cc1	i	-0.55
CCOC(=O)c1c(-c2ccc(-c3ccccc3)cc2)csc1NC(=O)CCC(=O)O	i	0.14
Cc1cccc(NC(=O)CSc2nnc(CCNC(=O)OC(C)(C)C)o2)c1C	i	-1.3
CC(C)c1ccc(/C=N/n2c(COc3ccccc3)n[nH]c2=S)cc1	i	1.2
COCc1cc(CN2CCN(Cc3ccsc3)C(CCO)C2)ccc1OC (stereo not given)	i	-0.06
Cc1cc(C)cc(OCC(=O)Nc2ccc(N3CCCCC3)cc2)c1	i	-2.4
CCOc1ccccc1NC(=O)c1ccc2nc[nH]c2c1	i	0
OCCC1CN(Cc2cccc3nccnc23)CCN1Cc1ccc(F)c(F)c1 (stereo not given)	i	-0.03

# Further structures
SMILES	CHT block	Kir21 block
O=C1CS(=O)CN1c1ccc(Oc2ccccc2)cc1 (stereo not given)	i	0.4
CCOc1ccc(C(=O)N/N=C(\c2ccccc2)c2ccccn2)cc1	i	0.69
S=c1[nH]nc(-c2ccco2)n1-c1ccccc1Cl	i	0.27
COCCn1c(C)cc(/C=C2/NC(=O)N(Cc3ccc(C)cc3)C2=O)c1C	i	1.5
COc1ccc(CCNC(=O)CN2CCN(S(=O)(=O)c3ccc(Cl)cc3)CC2)cc1OC	i	-0.07
CCOC(=O)C(=CNc1nc2ccc(C(=O)OCC)cc2s1)C(=O)OCC	i	-2.4
COc1ccc(NC(=S)NNC(=O)C(C)n2nc(C)c([N+](=O)[O-])c2C)cc1 (stereo not given)	i	-0.92
O=C(NNC1=NC2(CCCC2)Cc2ccccc21)c1cccnc1	i	0.01

# Random excerpt: two records from the list, in no set order.
SMILES	CHT block	Kir21 block
O=C1CCCc2c1cc(C(=O)NCc1ccco1)c(=O)n2-c1ccc(Cl)cc1	i	1
O=C(COc1ccc(-n2cnnn2)cc1)Nc1cccc(Cl)c1Cl	i	0.54

# Next records follow.
SMILES	CHT block	Kir21 block
COc1cccc(N(C(=O)Cn2nnc(-c3ccc(C)cc3)n2)C(C(=O)NC(C)(C)C)c2c[nH]c3ccccc23)c1 (stereo not given)	i	-0.06
CCNS(=O)(=O)c1ccc(Br)c(OC)c1	i	1.2
COc1cc(OC)cc(-n2nnnc2SCC(=O)NCc2cccs2)c1	i	0.71
Cc1cccc(NC(=O)NC2CCCCCCC2)c1C	i	1.4
CC1CCCCN1C(=O)c1cc2c(=O)n3ccccc3nc2s1 (stereo not given)	i	-0.4
Cn1c(SCC(=O)Nc2ccc(F)cc2F)nnc1-c1cccnc1	i	1.4
Cc1ccccc1OCC1CNC(=O)O1 (stereo not given)	i	0.4
Cc1cc[n+](-c2[nH]c(=O)sc2/C=N/N=C(\[O-])c2ccccc2)cc1	i	0.1

# The results go on:
SMILES	CHT block	Kir21 block
COc1cccc(-c2ccc(SCc3ccccn3)nn2)c1	i	-1.7
O=C(Nc1nnc(C2CCCC2)s1)C1CCN(S(=O)(=O)c2ccc(Cl)cc2)CC1	i	-0.68
O=C(O)c1ccc(Br)cn1	i	0.92
Cc1c(CCC(=O)NC2CC2)c(=O)oc2c(C)c(O)ccc12	i	0.06
COCc1ccc(C(=O)NC2CCCc3c2cnn3-c2cc(C)cc(C)c2)s1 (stereo not given)	x	-0.66
O=C(NCc1ccc2c(c1)OCO2)c1cc2ccccc2o1	i	0.2
O=C(c1ccco1)N1N=C(C2CCCCC2)CC1(O)C(F)(F)F (stereo not given)	i	0.6
CNC(=O)Nc1ccccc1NC(=O)NC	i	0.88

# Other structures follow.
SMILES	CHT block	Kir21 block
COc1ccc2oc(C(=O)OCC(=O)NC(C)(C#N)C3CC3)c(C)c2c1 (stereo not given)	i	-0.65
CN1CCN(CC(=O)NN(Cc2ccccc2)c2ccccc2)CC1	i	-0.62
CC(C)(CO)Cc1cc(C(C)(C)C)c(O)c(C(C)(C)C)c1	i	x
C/C=C(\C)C(=O)NCCN1C2=NC[C@H](C(C)C)N2C[C@H]1Cc1ccc(O)cc1	i	1.1
O=C(NC1CCCCC1)c1ccc2[nH]c(=O)c(=O)[nH]c2c1	i	-0.35
Cc1ccc(NC2CCCCC2NS(=O)(=O)c2ccc(Cl)cc2)cc1 (stereo not given)	i	0.03
CCc1ccc([C@@H]2CC=C(C(=O)O)[C@H](c3ccccc3F)N2S(=O)(=O)c2ccc(C)cc2)cc1	i	x
